Screening results deposited in PubChem BioAssay by several laboratories.
TRAIL sens C8 – caspase-8 TRAIL sensitization. inhibition (viability loss, TRAIL sensitization), % at 10 µM. AID 624354. NB7+C8 cells + TRAIL, ATPlite viability luminescence. 1% of 360,000 active;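 active = compounds causing at least 50% loss of cell viability in the single-dose screen, relative to plate controls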
TWEAK-Fn14 inh – blocks TWEAK-Fn14 interaction in a reporter cell assay; TWEAK-stimulated Fn14 reporter cells, luciferase luminescence, 8 h; inhibition, % at 10 µM; 2% of 360,000 active; AID 1159606; in the data active = inhibition above about 50%
NR2F2 inh – NR2F2 (human) inhibition, primary screen; inhibition, % at 8.6 µM; HEK293T NGFI-A luciferase reporter, luminescence; 0.7% of 370,000 active; P24468;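 active = inhibition above a per-plate cutoff, mean inhibition of test wells between control levels plus 3 SD, cut at about 38% in these data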;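 note: cells cotransfected with COUP-TFII expression vector driving the NGFI-A reporter; 0% = median of COUP-TF2 test wells and 100% = reporter-only cells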
NR5A2 inv ag – suppresses constitutive activity of human LRH-1; HEK293T StAR-luciferase reporter, LRH-1 transfected, 24 h; AID 602396; O00482; inhibition, % at 3.6 µM; 0.13% of 360,000 active;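 active = inhibition above the mean inhibition of all tested compounds plus 3 SD, cut at about 73% in these data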;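 note: 0% = DMSO wells and 100% = reporter-only cells lacking LRH-1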
Shn3 3UTR inh – Schnurri-3 reporter inhibition in Clone20 osteoblasts; Clone20 osteoblast Shn3 3'UTR firefly luciferase, 24 h; inhibition, % at 12.5 µM; 0.52% of 360,000 active; AID 588674;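 active = mean inhibition of at least 75% with every replicate also reaching 75%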;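 note: 0% = median of neutral control wells and 100% = pilot-screen positive control compound; some compounds past the cut are filed as inactive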
KKLEB cytotox – counter-screen for CF NF-kB inhibitors: cytotoxicity | KKLEB CF airway cells viability, ATPlite luminescence, overnight; active compounds read low; cells stimulated with P. aeruginosa culture filtrate | activity change (cytotoxicity), % at 5 µM | 0.36% of 360,000 active;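 active = corrected activity change at or below -50% at 5 µM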
TROY NFkB inh – blocks TROY-dependent signaling in reporter cells; Q293 LMP1-TROYcd NF-kB luciferase reporter, 4 h; AID 1347056; inhibition, % at 10 µM; 0.98% of 360,000 active;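 active = compounds whose plate-normalised and pattern-corrected inhibition of the luciferase reporter signal at the single screening dose is 50% or more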
EBV LMP1 NFkB – inhibitors of Epstein-Barr LMP1-induced NF-kappaB reporter | LMP1-induced NF-kappaB luciferase reporter cells, luminescence | inhibition, % at 12.5 µM | 0.69% of 350,000 active | AID 504558; in the data active = inhibition above about 41%;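 note: 0% = neutral control wells and 100% = reference inhibitor control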
CF NFkB block – cystic fibrosis NF-kB activation inhibition; KKLEB NF-kB-GFP reporter, PAF-induced, GFP fluorescence overnight; inhibition, % at 5 µM; 0.86% of 360,000 active;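 active = at least 50% inhibition at 5 µM, scaled per plate between neutral and stimulator controls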;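 note: PAF is a Pseudomonas aeruginosa culture filtrate used as stimulus; plate controls were PAF-stimulated DMSO wells for no effect and unstimulated DMSO wells for full effect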
SRC3 inh – human NCOA3 inhibition; inhibition, % at 3.6 µM; HEK293 GAL4-SRC3 luciferase reporter, luminescence; 0.17% of 360,000 active; AID 588352; Q9Y6Q9;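 active = inhibition above a per-campaign cutoff, the mean of all compounds plus 3 SD, cut at about 60% in these data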;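 note: 0% = DMSO-treated cells and 100% = gossypol-treated cells at 36 µM; higher means less SRC3-driven luciferase light from the GAL4 reporter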
Target sequence (Q9Y6Q9 whole entry, looked up, the tested form may be a part): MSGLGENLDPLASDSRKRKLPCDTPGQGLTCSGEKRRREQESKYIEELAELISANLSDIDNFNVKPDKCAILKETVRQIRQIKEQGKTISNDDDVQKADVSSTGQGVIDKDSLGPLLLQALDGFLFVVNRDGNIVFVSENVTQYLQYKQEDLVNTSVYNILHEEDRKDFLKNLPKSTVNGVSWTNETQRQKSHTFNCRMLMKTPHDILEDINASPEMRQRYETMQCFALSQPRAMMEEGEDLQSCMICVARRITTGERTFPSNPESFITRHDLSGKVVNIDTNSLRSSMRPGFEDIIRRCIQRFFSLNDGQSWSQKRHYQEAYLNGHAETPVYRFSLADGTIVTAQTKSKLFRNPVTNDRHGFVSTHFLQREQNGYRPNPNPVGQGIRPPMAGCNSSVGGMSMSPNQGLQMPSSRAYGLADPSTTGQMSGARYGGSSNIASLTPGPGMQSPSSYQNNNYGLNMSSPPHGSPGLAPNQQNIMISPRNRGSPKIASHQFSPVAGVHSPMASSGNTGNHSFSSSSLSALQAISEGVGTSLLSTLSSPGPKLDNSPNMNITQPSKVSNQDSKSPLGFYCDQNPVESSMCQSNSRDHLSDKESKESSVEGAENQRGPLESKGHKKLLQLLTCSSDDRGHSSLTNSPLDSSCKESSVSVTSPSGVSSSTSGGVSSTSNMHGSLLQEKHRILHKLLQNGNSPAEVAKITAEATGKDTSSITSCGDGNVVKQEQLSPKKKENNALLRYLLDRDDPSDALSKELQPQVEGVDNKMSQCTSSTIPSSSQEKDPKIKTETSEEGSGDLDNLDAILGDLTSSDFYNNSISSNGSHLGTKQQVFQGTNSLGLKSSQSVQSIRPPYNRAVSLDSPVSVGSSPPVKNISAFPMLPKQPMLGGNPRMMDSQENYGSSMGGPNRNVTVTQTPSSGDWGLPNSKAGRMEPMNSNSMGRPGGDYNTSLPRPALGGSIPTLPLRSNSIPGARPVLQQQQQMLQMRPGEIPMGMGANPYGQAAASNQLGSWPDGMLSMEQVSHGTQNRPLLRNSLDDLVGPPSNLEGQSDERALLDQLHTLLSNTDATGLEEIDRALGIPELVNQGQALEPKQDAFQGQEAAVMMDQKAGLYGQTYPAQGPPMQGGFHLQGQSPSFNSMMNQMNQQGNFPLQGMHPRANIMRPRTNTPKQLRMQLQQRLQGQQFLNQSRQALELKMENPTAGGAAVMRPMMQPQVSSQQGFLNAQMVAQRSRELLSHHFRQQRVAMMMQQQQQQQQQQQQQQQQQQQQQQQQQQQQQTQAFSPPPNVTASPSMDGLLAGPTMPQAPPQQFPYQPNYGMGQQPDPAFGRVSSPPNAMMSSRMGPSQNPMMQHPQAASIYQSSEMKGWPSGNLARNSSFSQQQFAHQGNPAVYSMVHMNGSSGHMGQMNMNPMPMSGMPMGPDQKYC
SRC1 inh – inhibitors of human steroid receptor coactivator 1 (SRC1); HEK293 GAL4-SRC1 luciferase reporter, luminescence; 0.12% of 360,000 active; inhibition, % at 3.6 µM; AID 588354; Q15788;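 active = inhibition above the campaign mean plus 3 SD, with each screening campaign given its own cutoff, cut at about 60% in these data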;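 note: 0% = DMSO treated cells and 100% = gossypol at 36 µM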
* = called active by the depositor; / = not tested or not shown. The list is partial, so the mix of outcomes need not match the whole.

SMILES	TRAIL sens C8	TWEAK-Fn14 inh	NR2F2 inh	NR5A2 inv ag	Shn3 3UTR inh	KKLEB cytotox	TROY NFkB inh	EBV LMP1 NFkB	CF NFkB block	SRC3 inh	SRC1 inh
Cc1ccc(NC(=O)CN2CCC(NC(=O)Cc3ccccc3)CC2)cc1C	-5	-18	-10	23	3	2	12	-8	23	13	12
COc1ccc(Cc2c(-c3ccccc3)nc3ccc(Cl)cn23)c(C)c1	3	-15	-36	-51	-66	-3	-30	/	-1	-84	-39
CN(CCOc1ccc(Cl)cc1)C(=O)Cc1ccc(S(=O)(=O)N2CCOCC2)s1	-14	3	1	22	21	8	12	6	-18	-9	-10
CC1CN(Cc2nc3c(c(=O)[nH]c(=O)n3C)n2CC(N)=O)CC(C)O1 (stereo not drawn)	-5	3	-3	0	-9	22	-5	-11	-19	-24	-9
CCOc1cc(S(=O)(=O)Nc2ccc(Cl)cn2)ccc1Cl	-10	-6	16	1	-13	5	-7	2	5	5	2
O=C(NCC1OCCc2ccccc21)c1ccc(NC(=O)c2ccccc2Cl)cc1 (stereo not drawn)	10	10	5	16	14	-11	16	21	11	22	10
O=C(NCCS(=O)(=O)N1CCN(c2ccccc2)CC1)c1cc(=O)c2ccccc2o1	0	5	0	-9	15	11	11	-15	3	9	-3
C=CCn1c(-c2ccc(Cl)cc2)ccc(C#N)c1=O	5	5	6	5	5	-11	-3	2	14	1	-25
CC[C@H]1C(Nc2ccccc2)C[C@@H]2CCN3C(=O)CC[C@H]1[C@H]23 (stereo partly drawn)	-26	3	-5	-2	1	-3	1	-1	-1	10	-6
O=C(Nc1ccccc1)c1ccccc1NC(=O)c1ccccc1[N+](=O)[O-]	2	-16	10	23	6	-8	-3	-3	11	11	-1
C#Cc1ccccc1OCCCN1CCC(C(O)(c2ccccc2)c2ccccc2)CC1	93*	-12	8	7	/	/	15	/	/	/	/
O=C(COc1ccccc1Cl)NCCNC(=O)c1cnccn1	-7	20	11	13	-1	-2	4	-9	-4	-2	-20
O=C(N/N=C/c1ccc([N+](=O)[O-])cc1)c1ccccc1OCc1ccccc1	25	-33	-11	13	-6	-28	-2	-6	49	10	-1
Cc1ccc(Nc2nc(N)c([N+](=O)[O-])c(N3CCOCC3)n2)cc1	-7	9	0	-1	0	-13	-4	-2	0	4	-46
COCCN(C(=O)COC(=O)c1ccc(Br)o1)c1c(N)n(Cc2ccccc2)c(=O)[nH]c1=O	-11	2	-1	-3	-1	13	-2	-11	-44	-3	10
CC1CN(c2ccc([N+](=O)[O-])c(NCCOc3ccccc3)c2)CCN1 (stereo not drawn)	-1	-71	-17	28	-1	-8	-20	0	6	-40	-8
CC(=O)C(C(C)=O)C(c1ccccc1)c1nc2ccccc2[nH]c1=O (stereo not drawn)	7	10	30	4	5	3	-25	15	6	-7	-40
O=C(Nc1ccc(F)c(F)c1)C1CCCN(S(=O)(=O)c2cnc[nH]2)C1 (stereo not drawn)	-2	-6	/	-12	5	-6	3	2	-21	2	9
Nc1c(-c2ccccc2)cnn1-c1cccc([N+](=O)[O-])c1	5	-19	-40	-44	-22	4	-69	-26	3	-24	-114
CCCCCn1cnc2c(sc3nc4c(cc32)CSC(C)(C)C4)c1=O	22	40	-20	-52	-7	2	48	-21	-2	-30	-28
O=c1sc(N2CCN(c3ccc(F)cc3)CC2)nc2ccsc12	-2	-15	-2	-38	-34	-10	-27	-21	10	-25	4
CCCS(=O)(=O)N1CCC(C(=O)NCCCOC(C)C)CC1	0	-7	-4	-1	-10	-5	1	-2	-7	-4	-6
O=C(Nc1ccccn1)c1ccco1	-14	-5	-27	-28	-11	-4	-10	-10	9	-24	-53
COc1ccc(NC(=O)c2oc3ccccc3c2NC(=O)C2CCCO2)cc1OC (stereo not drawn)	3	21	-12	-58	-54	0	-50	-5	-14	-31	1
CSCc1ccc(C(=O)NC(C)c2ccc(-n3ccnc3)cc2)cc1 (stereo not drawn)	9	-2	-1	-13	-2	7	-26	-5	3	-14	-22
COC(=O)C1=C(C(=O)OC)[C@@H]2N(Cc3ccccc3)c3ccccc3[C@@]23C[C@@H](C(=O)OC)N(C(=O)COCc2ccccc2)C3=N1	39	51*	/	-2	-18	0	24	2	23	10	0
CCN1CCN(C(=S)Nc2cc(S(=O)(=O)N(CC)CC)ccc2C)CC1	4	2	10	-2	28	17	-19	0	-6	7	12
COC(=O)Nc1ccccc1C(=O)N1CCC(O)(c2ccc(Cl)cc2)CC1	4	5	-3	5	-13	-2	16	-2	7	14	6
O=C(c1nc2ccccn2c1CN1CCCC(c2nc3ccccc3o2)C1)N1CCCC1 (stereo not drawn)	-8	22	29	2	-16	-8	13	4	-4	12	-4
COc1ccc(N2CCN(C(=O)CSc3nnc(C)c(=O)[nH]3)CC2)cc1	9	21	-5	18	-19	-5	-6	-1	6	4	-1
Cc1ccccc1OCC(=O)NS(=O)(=O)c1ccc(Cl)cc1	19	-4	-10	-21	-15	2	-11	1	18	8	-2
Cc1nnc(NS(=O)(=O)c2ccc(Br)cc2)s1	10	4	6	0	-6	2	0	-4	9	4	-1
CCSc1cc(C)nc2c(-c3ccccc3)cnn12	17	5	-31	-127	-141	4	-52	-70	-1	-74	-108
COc1ccc(CNC2CCCCC2)cc1	-14	-14	-13	0	-13	-6	-18	-1	4	15	7
CCCN(CC(=O)Nc1ccccc1C)C(=O)c1ccc(OCc2c(C)noc2C)cc1	3	-8	5	6	7	2	-7	-4	3	-1	-5
CCn1c(CCNC(=O)c2ccc(OC)c(OC)c2)nc2ccccc21	-1	11	-25	-2	-22	1	-2	-5	-4	1	4
COc1cc(OC)c(C(=O)OCC(=O)NCCC2=CCCCC2)cc1OC	-6	-28	-11	33	-9	6	-6	5	-4	0	12
CCCCn1c(=O)c(CCC(=O)OCC(=O)NC(=O)NCCOC)nc2ccccc21	-10	8	9	9	-15	30	21	-6	-7	5	-16
COC(=O)Cn1nc(C)c2ccccc2c1=O	0	-5	16	5	4	-3	-5	5	12	6	-16
CSCCC(NS(=O)(=O)c1ccc(Cl)cc1)C(=O)OCc1cccc(Cl)c1 (stereo not drawn)	3	21	-4	-4	7	7	25	9	15	6	5
Cn1c(=O)[nH]c(=O)c2c1nc1n2CCS1	-20	-15	5	18	26	3	7	-4	3	3	-6
COC(=O)c1ccc(NC2CC(=O)N(c3ccccc3C)C2=O)cc1 (stereo not drawn)	2	-10	-2	3	8	3	8	-3	0	-3	3
CCCCn1nnnc1C(c1cc2ccccc2o1)N1CCCCC1 (stereo not drawn)	11	-3	-12	-13	/	/	-6	/	/	/	/
COc1ccc(Cn2ccnc2SCC(=O)Nc2ccccc2F)cc1	-21	-16	0	4	-6	20	19	-16	-23	-3	-7
COc1ccc2c(=O)c(-c3ccccc3C)c(C)oc2c1	-5	1	10	7	8	-1	3	10	-3	2	-12
O=C(c1ccc(-c2ccccc2)cc1)N1CCN(c2ccccn2)CC1	2	3	8	-6	-8	-22	11	-5	9	-11	-2
C[C@@H]1CN([C@@H](C)CO)C(=O)c2cc(NS(C)(=O)=O)ccc2O[C@@H]1CN(C)Cc1ccc(C(F)(F)F)cc1	13	13	8	-9	-19	3	2	-7	2	8	-5
c1ccc2c(c1)CC1(CCCC1)n1nnnc1-2	-2	8	12	43	14	12	5	-4	-6	-3	-12
COC(=O)C1=C(C)NC(c2c(O)ccc3ccccc23)C(C(=O)OC)=C1C (stereo not drawn)	-4	-4	9	-7	-1	-2	-11	-1	8	-2	-5
NC(=O)c1ccc(SCC(=O)OCC(=O)NCc2ccco2)c([N+](=O)[O-])c1	16	7	-7	3	-3	-7	-28	4	-13	-1	6

Further records follow.
SMILES	TRAIL sens C8	TWEAK-Fn14 inh	NR2F2 inh	NR5A2 inv ag	Shn3 3UTR inh	KKLEB cytotox	TROY NFkB inh	EBV LMP1 NFkB	CF NFkB block	SRC3 inh	SRC1 inh
O=C(N/N=C1\CC(c2ccccc2)Oc2ccccc21)c1cccnc1 (stereo not drawn)	18	-24	-19	1	41	-12	-10	8	-21	-1	-30
CN(C)c1ccc(-c2ccnc3c2CC(C)(C(=O)Nc2cccc(N(C)C)c2)O3)cc1 (stereo not drawn)	-3	-32	-3	8	-2	-3	-47	/	-16	-1	-10
O=C(CCC(=O)Nc1ccccc1)N/N=C/c1ccco1	-10	-21	-27	-16	-8	6	5	6	-18	2	-2
CCOC(=O)c1[nH]c2cc3c(cc2c1CCCN1C(=O)c2ccccc2C1=O)OCCO3	-3	-44	8	-14	18	-6	-15	-4	-3	-3	10
O=C1c2ccccc2C(c2nc3ccccc3[nH]2)N1c1ccccc1 (stereo not drawn)	-18	21	3	-2	-9	5	1	/	-9	10	2
CC(C)N(C(=O)[C@H]1CC(CC(=O)NCCCN(C)C)C(=O)N2CCc3c([nH]c4ccccc34)[C@]12C)C(C)C (stereo partly drawn)	8	3	-3	-9	-9	-3	-7	3	6	-2	-9
CCNC(=O)C1(C)CCN(Cc2ccc(C(F)(F)F)cc2)C1 (stereo not drawn)	1	-5	1	-4	13	13	3	/	-18	6	-23
CCN(C(=O)CSc1nnc(-c2ccc(Cl)cc2)n1C)C1CCS(=O)(=O)C1 (stereo not drawn)	-8	18	1	-7	4	-7	12	4	-20	17	10
O=C1C(=O)N(CCCn2ccnc2)C(c2cccc(Br)c2)/C1=C(\O)c1ccc2c(c1)OCCO2 (stereo not drawn)	12	-13	-19	-18	20	-3	-51	4	4	11	-16
CC1CCN(c2ccc([N+](=O)[O-])cc2C(N)=O)CC1	-2	16	-12	6	-36	6	1	-5	10	6	-75
CN(CCC#N)C(=O)COC(=O)C1c2ccccc2Oc2ccccc21	9	-15	-6	-8	2	-7	0	2	15	2	6
O=C(CN1C(=O)c2ccccc2S1(=O)=O)Nc1ccc(S(=O)(=O)N2CCCCCC2)cc1	7	-6	-1	-15	4	8	-24	2	-1	-5	1
COc1ccc([C@H]2CC(=O)C=C(c3ccc(OC(F)(F)F)cc3)C2)cc1	-5	-36	-13	-35	-11	-11	-53	-1	7	-5	-22
COc1cccc(CN(C(=O)/C=C/c2ccc(Cl)cc2)C2CCS(=O)(=O)C2)c1 (stereo not drawn)	-6	5	7	-6	13	25	1	-3	-1	19	-31
CC(=O)Nc1ccc(C(=O)NNC(=O)c2ccc(Cl)cc2)cc1	-3	-3	-8	10	-19	2	5	-11	-22	2	-3
Cc1ccc(CN(C(=O)c2ccco2)C(C(=O)NC2CCCC2)c2cccnc2)cc1 (stereo not drawn)	-12	-10	-9	23	-17	0	9	-8	2	16	-7
CN(CC(=O)Nc1ccccc1Cl)C(=O)C1CCN(C(=O)c2ccc(Cl)cc2)CC1	-7	-1	1	13	2	6	-22	0	-1	10	5
COC(=O)c1cc(S(=O)(=O)N2CCN(Cc3ccccc3)CC2)cn1C	-14	-4	16	-17	-11	6	-11	9	-20	-1	14
